S1P1 ag pot: S1P1 agonists and agonism potentiators, primary screen, cell-based, primary and confirmation screens, CRE-bla reporter; AID 449, 2006; hit rate 0.57% among 56,000; S1P1 CRE-bla cells, forskolin, beta-lactamase FRET, potentiator mode; S1P1 agonist co-added at EC20, 2 nM; 100% = saturating reference agonist, 0% = basal; Sphingosine 1-phosphate receptor 1 (Homo sapiens), P21453; activation, % at 9.5 µM;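 active = activation above a cutoff set at the mean activation of all tested compounds plus 3 SD, cut at about 54% in these data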;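 also: forskolin at 4 µM as EC80 and the EC20 agonist is SEW2871; 100% = SEW2871 at its EC100 plus forskolin at EC80; some compounds past the cut are filed as inactive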
HER2 expr 66K: inhibitors of Her2 protein expression, primary screen, SKBR-3 cells, AlphaScreen, 66K library; hit rate 0.69% among 65,000; HER2 level % of control, % at 10 µM; SKBR-3 HER2 protein level, 18-24 h; active compounds read low; AID 645, 2007;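 active = HER2 level under 5% of the carrier-only control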;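 also: 100% = DMSO carrier and 0% = 500 nM PU-H71 HSP90 inhibitor; lower value means stronger loss of Her2 protein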
A340 absorber: compound light absorbance at 340 nm, profiling panel, artefact control, biochemical, MLSMR library, data from PS, PMK, MK assays | compound absorbance at 340 nm, fold over control | fold change at 10 µM | 65,000 tested, under 10 active | AID 708, 2007;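 active = at 10 µM dose, initial 340 nm absorbance at least 2 fold that of control wells; inactive = change under 2 fold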;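 also: initial absorbance extrapolated from kinetic A340 decline of NADH oxidation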
Fluor 339 460: intrinsic fluorescence of library compounds, ex339/em460 – biochemical, MLSMR library, data from DPM-DC assay, artefact control, profiling panel | hit rate 5.5% among 65,000 | AID 709, 2007 | fluorescence fold increase at 10 µM | compound autofluorescence, ex339/em460 nm, NADH buffer; active compounds read high; 1 = no-compound wells, NADH background;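 active = at 10 µM, mean starting fluorescence two-fold or more over control wells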;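 also: signal is the first read of a kinetic run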
5HT1a antag: human 5-HT1a receptor antagonists, primary screen, cell-based, CHO, Ga15 NFAT-bla reporter | inhibition, % at 10 µM | 5-hydroxytryptamine receptor 1A (Homo sapiens), P08908 | CHO 5-HT1a Ga15 NFAT-bla reporter, antagonist mode | hit rate 0.68% among 62,000;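 active = inhibition above the mean of all tested compounds plus 3 SD, cut at about 43% in these data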;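 also: receptor stimulated by 5-CT agonist at 100 nM near EC80; beta-lactamase reporter measured by ratiometric fluorescence of a cleavable substrate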
Target sequence (P08908 whole entry, looked up): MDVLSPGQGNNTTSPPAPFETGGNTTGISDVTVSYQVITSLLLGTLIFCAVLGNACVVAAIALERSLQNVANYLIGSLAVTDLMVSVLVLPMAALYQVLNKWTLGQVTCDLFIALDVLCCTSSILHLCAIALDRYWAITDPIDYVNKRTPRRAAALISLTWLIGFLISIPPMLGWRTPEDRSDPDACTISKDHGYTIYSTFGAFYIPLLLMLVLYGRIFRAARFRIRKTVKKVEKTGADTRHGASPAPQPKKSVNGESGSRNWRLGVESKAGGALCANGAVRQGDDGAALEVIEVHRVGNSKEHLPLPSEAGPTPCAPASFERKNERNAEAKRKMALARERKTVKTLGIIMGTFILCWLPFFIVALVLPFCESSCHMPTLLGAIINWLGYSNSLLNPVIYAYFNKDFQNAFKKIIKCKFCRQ
5HT1E ag: 5-HT1E receptor agonists, primary screen, cell-based, HTS. CHO 5-HT1E Ga15 NFAT-bla reporter, FRET; 0% DMSO wells, 100% control agonist wells. activation, % at 6 µM. hit rate 0.69% among 65,000. 5-hydroxytryptamine receptor 1E (Homo sapiens), P28566;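 active = activation above a set limit, the screen-wide mean activation plus 3 SD, cut at about 8.5% in these data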;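 also: 100% = positive control agonist at 1 µM giving full maximal response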
5HT1E antag: 5-HT1E receptor antagonists, primary screen, cell-based, HTS; 5-hydroxytryptamine receptor 1E (Homo sapiens), P28566; CHO 5-HT1E Ga15 NFAT-bla reporter, FRET, antagonist; inhibition, % at 6 µM; hit rate 0.99% among 65,000;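 active = inhibition above a set limit, the mean inhibition across every tested compound plus 3 SD, cut at about 29% in these data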;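 also: signal is the 460 over 535 nm emission ratio of beta-lactamase substrate; 0% = agonist plus DMSO wells and 100% = wells without agonist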
MMP13 inh: human MMP13 inhibitors, primary screen, biochemical, FRET peptide cleavage | Collagenase 3 (Homo sapiens), P45452 | MMP-13 fTHP FRET cleavage, Mca fluorescence | inhibition, % at 4 µM | hit rate 0.07% among 65,000;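 active = inhibition above the mean of compound-free control plate wells plus 3 SD, cut at about 14% in these data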;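 also: 0% = DMSO wells and 100% = wells with reference MMP-13 inhibitor after basal subtraction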
S1P3 agonist: human S1P3 receptor agonists, primary screen, cell-based, primary and confirmation, NFAT-BLA reporter | AID 373, 2006 | S1P3 NFAT-BLA reporter cells, agonism, FRET ratio; relative to 1 µM S1P, basal subtracted | hit rate 0.1% among 60,000 | activation, % at 4.5 µM | Sphingosine 1-phosphate receptor 3 (Homo sapiens), Q99500;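 active = activation above the screen-wide mean plus 3 SD, cut at about 4.5% in these data, passing the limit was not always enough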; also: some compounds called inactive have numbers as strong as hits
Target sequence (Q99500 whole entry, looked up): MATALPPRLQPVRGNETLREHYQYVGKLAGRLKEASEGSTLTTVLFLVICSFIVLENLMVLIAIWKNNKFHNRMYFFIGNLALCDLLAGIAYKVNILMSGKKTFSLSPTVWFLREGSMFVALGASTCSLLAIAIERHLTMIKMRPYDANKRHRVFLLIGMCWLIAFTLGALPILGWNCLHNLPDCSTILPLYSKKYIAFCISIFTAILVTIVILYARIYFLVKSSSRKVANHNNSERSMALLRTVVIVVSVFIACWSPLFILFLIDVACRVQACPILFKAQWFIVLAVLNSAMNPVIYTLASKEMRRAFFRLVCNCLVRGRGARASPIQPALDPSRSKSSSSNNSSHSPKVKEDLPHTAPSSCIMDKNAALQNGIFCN
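material = human S1P3 NFAT-BLA reporter CHO cells | schedule = 4 h compound at 37 °C, 2 h substrate at RT | measured by = fluorescent BLA substrate, ex 405 nm, em 460/535 nm ratio | controls = 1 µM S1P reference | replication = primary once, confirmation triplicate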
* = called active by the depositor; . = no result given; [ ] = remark or other dose. Rows are unselected (roughly 8.5% active in at least one column).

SMILES	S1P1 ag pot	HER2 expr 66K	A340 absorber	Fluor 339 460	5HT1a antag	5HT1E ag	5HT1E antag	MMP13 inh	S1P3 agonist
O=C(O)c1ccc(OC2CSC2)cc1	-4	129	1.1	1.1	-15	0.0	-3	0	-1.2
Cc1ccc(C(=O)C2CCN(CC(=O)NC3CCCCC3)CC2)cc1	11	77	1	1.1	-5	-0.2	-3	-2	-0.1
CC1(C)CC(=O)C2=C(C1)NC(=O)CC2c1ccccc1F (configuration not stated)	-4	113	1	1.1	13	-1.6	1	-6	-2.0
O=C(CC12CC3CC(CC(C3)C1)C2)NCO	-7	96	1	1.1	-4	-0.9	-6	2	-1.4
CCNC(=O)NC(=O)COC(=O)CCCSc1nc2ccccc2[nH]1	5	111	1	1.1	-5	-0.3	4	-1	0.7
CCCCCc1c(C)nc(N2CCOCC2)[nH]c1=O	5	74	1	1.1	0	-0.7	6	1	0.8
CCCN(C(=O)CSc1nnc(-c2ccoc2C)n1N)C1CCS(=O)(=O)C1 (configuration not stated)	4	100	0.97	1	5	1.0	-2	6	-0.5
O=C(O)C1C(c2ccccc2)C(C(=O)N2CCOCC2)C1c1ccccc1 (configuration not stated)	-6	74	1	1.1	-4	-0.1	-8	3	-0.8
CC1CCc2c(sc(N)c2C(N)=O)C1 (configuration not stated)	4	87	1.1	1.1	10	-0.1	3	-7	-2.2
COc1ccc(C(=O)SC2=NCCS2)cc1OC	15	106	1	1.1	14	0.0	17	3	-1.9
CCc1ccccc1NC1c2ccccc2C(=O)N1Cc1ccco1 (configuration not stated)	-10	96	1	1.1	11	1.6	10	1	-1.2
O=C(O)C1CC=CCC1C(=O)NCc1ccccc1 (configuration not stated)	5	113	1	1.1	5	-0.3	-1	-2	-0.2
Cc1ccccc1-c1noc(-c2ccccc2C(=O)N2CCCC2)n1	1	91	1	1.3	14	0.8	-1	-1	-0.6
COc1ccc(-c2csc(Cc3nnc(N4CCOCC4)n3-c3ccccc3)n2)cc1	.	104	1	1.1	-7	0.6	0	6	.
Cc1ccc(C(c2sc3nc(C)nn3c2O)N2CCN(CCO)CC2)cc1 (configuration not stated)	7	71	1	1.1	-7	-0.5	5	-2	0.5
CCOC(=O)c1ccc(Nc2cc(C)nc(-c3ccccc3O)n2)cc1	-39	117	1.1	1.4	22	-0.2	4	-3	0.3
CCOc1ccc(C2C=C(c3ccccc3)Nc3ncnn32)cc1 (configuration not stated)	-3	103	1.1	2.4*	.	-0.6	14	-242[fluorescence artefact?]	-2.5
CC(=O)c1cccc(NC(=O)C2CCN(S(=O)(=O)c3c(C)n[nH]c3C)CC2)c1	-1	114	1	0.99	-4	0.8	-8	0	1.5
COc1ccc(OC)c(N2C(N)=C(C#N)C(c3ccc(OC)c(O)c3)C3=C2CC(C)(C)CC3=O)c1 (configuration not stated)	.	109	1.1	1.1	20	-0.5	17	9	.
CC(C)C[C@H](N)c1nnc(S(=O)(=O)Cc2ccc(F)cc2)o1	5	51	1	1.1	88*	0.0	43*	-4	-2.2
COc1ccccc1CNCc1cccs1	-13	122	1	1.1	0	0.6	-6	0	-1.0
Cc1ccccc1-c1nnc2s/c(=C\c3ccc(N(C)C)cc3)c(=O)n12	5	57	1.1	1.1	-2	-0.3	1	2	-1.2
CCOC(=O)c1c(C)[nH]c(C(=O)Cn2c(=O)oc3ccccc32)c1C	-23	158	1.1	1	-23	-0.2	5	6	0.8
CC(C)CCn1nnnc1C(c1ccc(N(C)C)cc1)N1CCN(C(=O)c2ccco2)CC1 (configuration not stated)	-5	83	0.92	1.1	-1	-1.0	-19	0	0.1
O=C(CSc1ncn(-c2ccccc2)n1)Nc1ccc2c(c1)OCO2	-9	118	1	1.1	-4	1.1	-14	1	-0.5
COc1ccc(C2/C(=C(/O)c3ccccc3)C(=O)C(=O)N2CCN2CCOCC2)c(OC)c1 (configuration not stated)	-5	68	1	1.1	-7	0.2	1	-1	-0.3
CCc1[nH]nc2c1C(c1cccnc1)C(C#N)=C(N)O2 (configuration not stated)	-16	112	1	1.1	-1	-1.3	-2	1	-0.9
O=C1CC(N2CCOCC2)C(=O)N1Cc1ccc(N2CCCC2=O)cc1 (configuration not stated)	0	64	1	1.1	-1	0.5	0	3	-0.6
Nn1c(SCC(=O)Nc2ccc3c(c2)OCCO3)nnc1C(F)(F)F	-9	109	1	1	.	-0.6	-6	-5	-2.0
C=CCn1c(Cc2ccc(OC(C)C)c(Cl)c2)nnc1SCC(N)=O	.	106	1.1	1.1	1	-0.1	-3	4	-0.6
Cc1nc(SCc2nc3ccccc3[nH]2)c2oc3ccccc3c2n1	6	57	1	1.1	32	0.4	39*	-4	0.3
Cc1ccc(C)c(NC(=O)CSc2nnc(-c3ccccc3C)o2)c1	-6	92	0.99	1.1	-10	-0.8	-288	-5	-1.2
CCOc1ccc(NC(=O)CSc2nccn2C)cc1	.	74	1	0.98	-8	0.9	-1	6	.
Cc1cc(C)c(NC(=O)c2ccc(S(=O)(=O)N3CCOCC3)cc2)c(C)c1	10	97	1	1.1	7	1.1	18	3	-0.9
CCOC(=O)c1cccc(NC(=O)CN(c2ccc(OC)cc2)S(=O)(=O)c2c(C)noc2C)c1	18	73	1	1.1	17	-0.3	7	5	-1.2
CC(=O)Nc1nc(-c2ccc(Cl)cc2)nc(C)c1C(C)=O	-13	106	1	1.1	31	-1.3	10	3	-1.5
CCOC(=O)N1CCC(NC(=O)c2cc3sccc3n2CC)CC1	-13	110	1	1	-14	0.1	-2	-2	0.5
CS(=O)(=O)c1ccc(C(=O)NC2CCOC2=O)cc1 (configuration not stated)	.	69	1	1.1	-5	-0.3	-14	1	.
Nc1cc(C(=O)OCC(=O)N2CCCC2)ccc1Cl	-2	119	1	1.5	-5	-0.2	-11	-12	-0.5
CC(=O)c1c(C)[nH]c(C(=O)NCCc2cccc(C)c2)c1C	2	131	0.99	1.1	9	-0.1	3	2	-0.4

In the list so far, 2 contain a cyano group.
SMILES	S1P1 ag pot	HER2 expr 66K	A340 absorber	Fluor 339 460	5HT1a antag	5HT1E ag	5HT1E antag	MMP13 inh	S1P3 agonist
COc1ccc(OC)c(N2C(N)=C(C#N)C(c3ccc(OC)c(O)c3)C3=C2CC(C)(C)CC3=O)c1 (configuration not stated)	.	109	1.1	1.1	20	-0.5	17	9	.
CCc1[nH]nc2c1C(c1cccnc1)C(C#N)=C(N)O2 (configuration not stated)	-16	112	1	1.1	-1	-1.3	-2	1	-0.9

Other entries follow.
SMILES	S1P1 ag pot	HER2 expr 66K	A340 absorber	Fluor 339 460	5HT1a antag	5HT1E ag	5HT1E antag	MMP13 inh	S1P3 agonist
O=C(CCN(CCO)Cc1ccccc1)Nc1ccc(Br)cc1	-10	82	1	1.4	7	-1.6	6	4	-0.7
O=C(CC1CCS(=O)(=O)C1)NC1CCCCC1 (configuration not stated)	-6	63	0.99	1	4	-1.3	-9	-4	-0.5
CCOc1ccccc1NC(=O)Cn1nnc(C(=O)Nc2ccccc2Cl)c1N	-10	80	0.98	1.1	-14	-0.3	5	0	-0.8
CCn1c(CNc2nc(-c3ccccc3)cs2)nnc1SCC(=O)NCc1ccco1	5	93	0.97	1.1	27	-1.3	5	-2	-0.9
COc1ccc(C2CC3(CC(C)(C)NC(=O)N3)Oc3cc(O)ccc32)cc1 (configuration not stated)	-12	92	0.99	1	-1	-0.2	6	0	0.6
O=C(O)CSc1nnc(-c2ccccc2)o1	0	74	0.99	0.82	-12	1.1	-4	6	0.4
COc1ccc(NC(=O)C2CCCN(S(=O)(=O)c3ccc(C)cc3)C2)cc1OC (configuration not stated)	-18	172	1	1	2	-0.2	3	5	-1.1
CN1C(=O)c2ccc(NC(=O)c3c(F)c(F)c(F)c(F)c3F)cc2C1=O	.	105	1	2.1*	10	0.4	7	-29	-0.6
CSc1nc2ccccc2n1C(=O)NC1CCCCC1	-22	69	1	1.1	-6	-0.7	8	0	-1.2
O=C(Cn1nnc2ccccc21)NCc1ccccc1	7	127	1	1.1	-13	-1.5	3	1	-1.2
CC(=O)Nc1sc2c(c1C#N)CC(C)(C)NC2(C)C	-20	95	1	1.1	7	0.4	4	-3	-0.4
O=C(CCc1n[nH]c(=O)[nH]c1=O)N1CCOCC1	-2	57	1	1.1	-12	0.6	-10	0	0.6
CCCCc1c(O)nc(SCC(=O)Nc2ccc3c(c2)CCC3)[nH]c1=O	-4	105	0.99	1	-5	-1.5	-2	0	0.4
CCCCN(C(=O)c1ccc(Cl)cc1)C1CC2CCC(C1)N2C (configuration not stated)	-17	112	0.97	0.98	-2	7.9	5	3	0.1
Cc1cccc(-c2noc(CN(C(=O)c3ccc(Br)o3)C(C)C)n2)c1	.	.	1	1.1	-2	-0.7	0	5	-0.5
COCC(C)NS(=O)(=O)c1ccc(NC(=O)C(Cc2ccccc2)NC(N)=O)cc1 (configuration not stated)	-4	110	1	1.1	6	-0.8	-8	1	0.0
CCCCNC(=O)Cn1c(-c2ccc(OC)cc2)noc1=O	2	147	1	1.1	4	0.3	-8	3	-0.3
COC(=O)c1sccc1NC(=O)c1cc2c(s1)CCCC2	22	68	1.7	1.8	40	-1.1	7	-3	-1.3
COc1ccc(-n2ncc3c(Nc4cccc(C)c4)ncnc32)cc1	1	91	1	1.3	.	0.5	-3	-14	-4.8
N#C/C(=C\c1ccco1)Sc1nc2ccccc2s1	10	39	1.2	1.1	11	-0.3	7	1	-0.5
Cc1cc(Nc2ccc(F)cc2F)n2nc(C)nc2n1	-6	118	1	1	5	0.9	-2	-1	-0.6
CCC(=O)Oc1oc(-c2ccccc2)nc1C=Nc1ccccc1OC	-8	56	1.1	1	.	0.4	10	-7	0.8
COc1ccc(N=c2oc3c(OC)cccc3cc2C(=O)NCc2ccco2)c(OC)c1	-9	45	1.1	1.1	0	-0.2	-3	2	-0.7
Cn1c(=O)[nH]c(=O)c2c1nc(Sc1ccccc1)n2CCc1ccccc1	0	71	1.1	1	-7	0.8	2	1	0.2
O=C1Nc2ccccc2C(O)(C(=O)NCc2ccco2)N1c1ccc(Cl)c(Cl)c1 (configuration not stated)	23	97	1	1.2	14	-1.3	-6	1	-1.3
CC(C)(C)n1nnnc1C(c1cccs1)N1CCCC2(CCCCC2)C1 (configuration not stated)	-2	78	1	1.2	3	-0.3	-16	-2	-0.6
CCN(C1CCCCC1)S(=O)(=O)c1ccc(S(=O)(=O)N2CCN(CCC#N)CC2)cc1	-6	76	0.97	1	-10	-0.9	6	1	-0.4
